# Screening results: PubChem, National Center for Advancing Translational Sciences (NCATS)
# CBFb-RUNX1 inh: qHTS Assay for Compounds Blocking the Interaction Between CBF-beta and RUNX1 for the Treatment of Acute Myeloid Leukemia. Runt-related transcription factor 1 (Homo sapiens) + Core-binding factor subunit beta …. AlphaScreen CBFb-His/RUNX1-biotin binding, biochemical. Potency, µM (top dose mostly 59.8 µM), for the others: at the highest dose activity, negative = inhibition, actives largely listed as inhibitors. 230,000 tested, under 10 active; further: % of control where 0% means no effect
# Target sequence (Q01196 whole entry, looked up): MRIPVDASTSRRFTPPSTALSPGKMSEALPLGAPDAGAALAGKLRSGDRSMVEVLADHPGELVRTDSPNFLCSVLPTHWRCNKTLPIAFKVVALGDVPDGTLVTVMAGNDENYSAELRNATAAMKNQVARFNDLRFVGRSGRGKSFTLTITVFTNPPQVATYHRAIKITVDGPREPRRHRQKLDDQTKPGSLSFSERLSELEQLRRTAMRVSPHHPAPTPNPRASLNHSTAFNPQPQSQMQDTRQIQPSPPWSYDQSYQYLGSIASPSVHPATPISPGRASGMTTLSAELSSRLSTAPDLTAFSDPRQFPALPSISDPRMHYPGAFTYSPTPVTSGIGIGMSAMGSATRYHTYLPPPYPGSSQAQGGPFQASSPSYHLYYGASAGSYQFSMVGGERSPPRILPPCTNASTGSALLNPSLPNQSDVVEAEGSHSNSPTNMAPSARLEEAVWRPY
# Target sequence (Q13951 whole entry, looked up): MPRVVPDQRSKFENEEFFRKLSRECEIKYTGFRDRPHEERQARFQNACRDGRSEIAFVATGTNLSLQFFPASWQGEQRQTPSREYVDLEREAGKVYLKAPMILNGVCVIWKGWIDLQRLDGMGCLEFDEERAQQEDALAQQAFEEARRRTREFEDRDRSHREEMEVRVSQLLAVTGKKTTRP
#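 AlphaScreen binding: CBFb-His and RUNX1-biotin (30 nM each) preincubated 20 min, compound added for 15 min, then nickel and streptavidin beads for 90 min, all at room temperature. Disruption of the interaction by any mechanism counts as activity.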
# SMN2 splice enh: qHTS Assay for Enhancers of SMN2 Splice Variant Expression. hit rate 2.8% among 210,000. Potency, µM (highest dose often 46.1 µM), for the others: top-dose activity change, positive = activation, actives largely listed as activators. HEK293 SMN2-luciferase splicing reporter, luminescence, 30-36 h. AID 1458, 2008; further: potency means the concentration at half of the fitted maximal effect; % of control where 0% means no effect; nearly all actives have a fitted effect of over 55% in size
#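 HEK293 cells carry an SMN2 […]–luciferase reporter in which exon 7 inclusion puts luciferase in frame. Cells were plated 10-12 h before compound addition, then incubated 30-36 h at 37C. ONE-Glo luminescence was read; sodium butyrate at 4.5 mM final served as control.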
# IMPase Li inh: qHTS Assay for Identifying the Cell-Membrane Permeable IMPase Inhibitors: Potentiation with Lithium | CHO-M1 cells, IP1 TR-FRET (IP-One), carbachol + lithium | hit rate 0.35% among 210,000 | Potency, µM (top dose mostly 59.4 µM), inactives show at the highest dose activity, negative = IMPase inhibition, most hits filed as inhibitors;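 further: IP1 builds up when IMPase is blocked and the TR-FRET signal falls; potency means the concentration at half of the fitted maximal effect; plate controls were basal vehicle for no effect and high inhibitor control for full effect; nearly all actives have a fitted effect of over 50% in size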
#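 Lithium-sensitised IP1 accumulation assay; M1-expressing CHO cells treated 30 min at 37C with compound. Competitive antibody detection by time-resolved FRET followed a 10 min room-temperature lysis step.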
# Lamin A splicing: qHTS Assay for Modulators of Lamin A Splicing; HeLa LMNA splicing GFP/RFP minigene ratio, 48 h; Potency, µM (top dose mostly 46.1 µM), without a hit: top-dose ratio change, negative = inhibition, actives largely listed as inhibitors; hit rate 0.01% among 200,000; active means well fitted inhibition curve with a large enough effect in the signal ratio, with a control signal flat, not every such curve was filed as active; inconclusive means small, poorly fitted or top-dose-only effect, or effect the other way, or a change in a side signal; the % refers to the signal ratio; further: potency means the concentration at half of the fitted maximal effect; on the % scale 0 is the no-effect control and ±100 the full control effect
#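 Read-out is the ratio of GFP to DsRed2 object intensity, acquired by 488 nm laser-scanning cytometry on HeLa lamin A-EGFP minigene reporter cells. Compound incubation 48 hrs at 37 °C in Opti-MEM with 2% FBS; DMSO 0.5% final.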
# HTT aggregate: qHTS Multiplex Assay to Identify Dual Action Probes in a Cell Model of Huntington: Aggregate Formation (GFP) | PC12 HttQ103-GFP aggregates, Acumen cytometry, 40 h | Potency, µM (doses to about 46.1 µM), inactives show at the highest dose activity change, negative = inhibition, most hits filed as inhibitors | hit rate 1.1% among 220,000; further: potency means the concentration at half of the fitted maximal effect; on the % scale 0 is the no-effect control and ±100 the full control effect; nearly all actives have a fitted effect of over 60% in size
#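 Inducible Q103 Huntingtin exon 1–GFP PC12 line, 1500 cells/well in phenol red free DMEM with 5% equine and 5% calf serum. Tebufenozide 100 nM induced expression; compounds titrated; aggregates quantified by cytometry.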
# HTT ATP protect: qHTS Multiplex Assay to Identify Dual Action Probes in a Cell Model of Huntington: Cytoprotection (ATP) | Potency, µM (top dose mostly 56.4 µM), inactives show cytoprotection (ATP increase), most hits filed as activators | PC12 HTT-Q103 induced, cytoprotection, ATP luminescence, 40 h | AID 1471, 2008 | hit rate 0.14% among 230,000;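 further: potency means the concentration at half of the fitted maximal effect; % of control where 0% means no effect; nearly all actives have a fitted effect of over 45% in size; toxic huntingtin expression switched on by the ecdysone agonist tebufenozide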
#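 Huntington model: PC12 line, ecdysone-inducible HTTQ103 exon1–GFP, tebufenozide 100 nM. Test articles in a dose series. Endpoint luminescence from cellular ATP.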
# KinaseGlo FLuc: Counterscreen for Luciferase (Kinase-Glo TM) Inhibition. Luciferin 4-monooxygenase (Photuris pensylvanica), Q27757. Kinase-Glo luciferase, ATP luminescence, 8 min. Potency, µM (top dose mostly 38.3 µM), without a hit: at the top dose activity change, negative = inhibition, actives largely listed as inhibitors. hit rate 0.28% among 200,000. AID 1379, 2008; further: potency means the concentration at half of the fitted maximal effect; on the % scale 0 is the no-effect control and ±100 the full control effect; nearly all actives have a fitted effect of over 60% in size
#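 Luminescence was the read-out, taken after 8-minute incubation at ambient temperature. Luciferase turned over luciferin with 10 uM ATP in imidazole pH 7.2 buffer containing KCl, MgCl2, Tween 20 and BSA.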
# Numbers without * were called inactive; ? = inconclusive; / = no result given; & = joins results of further samples; [ ] = another dose, or the depositor's remark. Unless noted, the call rests on the fitted dose curve; in most records, active means well fitted curve in the direction sought with a large enough effect; inconclusive means small, poorly fitted or top-dose-only effect, or another doubt; inactive means no such curve, though single readings can be large; an effect the other way counts as inactive or inconclusive.
# Second line of a record – KinaseGlo FLuc	HTT ATP protect	CBFb-RUNX1 inh	IMPase Li inh	Lamin A splicing	HTT aggregate	SMN2 splice enh
- O=c1c(-c2cccs2)nc2cnc(N3CCOCC3)nc2n1-c1ccccc1
    /	-50%[inhibitor]	/	-21%	12%	/	/
- Cc1ccccc1-n1nc2c(c1NC(=O)c1cccc(F)c1)CS(=O)C2 (stereo not given)
    -4%	1%	1%	-2%[38.3 µM]	1%	-12%	4%
- COc1ccc(Cc2c(O)nc(SC)n(C(C)=O)c2=O)cc1
    -5%	1%	4%	40%[activator][38.3 µM]	8%	-10%	27%
- CC(=O)c1c(CC(=O)O)[nH]n(-c2nc3ccccc3s2)c1=O
    6.3µM*	-74%[inhibitor][10 µM]	-5%	17%[38.3 µM]	4%	16%	-22%
- COc1ccc(CNC(=O)C2CCCN2C)cc1OC (stereo not given)
    /	-7%[10 µM]	7%	/	-2%[46 µM]	10%[9.22 µM]	/
- CSc1nnc(C)c(=O)n1COC(=O)c1ccc(S(=O)(=O)N(C)C)cc1
    -3%	14%[10 µM]	0%	7%	23%	14%	-7%
- COc1cccc(C(=O)NCC(=O)N/N=C/c2cccc(OC(=O)c3ccc([N+](=O)[O-])cc3)c2)c1
    4%	-6%[10 µM]	4%	0%	0%	9%	10%
- Cc1cccc(NC(=O)c2sc(-c3ccccc3)nc2-c2ccc([N+](=O)[O-])cc2)c1
    4%	-14%[10 µM]	-17%	-15%	-13%	17%	-30%[inhibitor]
- O=[N+]([O-])c1cccc(/C=N/n2c(C3CCCCC3)n[nH]c2=S)c1
    2%	26%[10 µM]	1%	13%	-2%	3%	-1%
- Nc1nc(SCc2ccc(Cl)cc2Cl)ns1
    5%	11%[1.9 µM]	3%	3%	-3%	-17%	-28%
- COc1cc2c(cc1NC(=O)CSc1nnc(Cc3cccs3)n1Cc1ccco1)oc1ccccc12
    0%	-54%[inhibitor]	-11%	35%[activator][38.3 µM]	-3%	-11%	10%
- CC1CCN(c2c(NCC3CCC(C(=O)NC4CCCCCC4)CC3)c(=O)c2=O)CC1 (stereo not given)
    /	-19%[10 µM]	-2%	/	/	5%[9.22 µM]	/
- Cc1c(C(=O)N(Cc2ccc(N(C)C)cc2)C2CCS(=O)(=O)C2)oc2ccccc12 (stereo not given)
    /	12%[10 µM]	?	/	/	-2%[9.22 µM]	-3%
- Nc1c(C(=O)NCc2ccco2)c2nc3ccccc3nc2n1CCc1ccc(F)cc1
    18%	11%	-10%	-6%[38.3 µM]	?	-87%	-27%
- C=C(C)c1cccc(C(C)(C)NC(=O)NCc2ccc(OC)cc2)c1
    4%	/	-3%	0%	13%	21%	0%

# Second line of a record – KinaseGlo FLuc	HTT ATP protect	CBFb-RUNX1 inh	IMPase Li inh	Lamin A splicing	HTT aggregate	SMN2 splice enh
- O=C(CCCCCN1C(=O)c2cccc3cccc(c23)C1=O)NO
    3%[39.9 µM]	/	-1%	-2%	/	/	/
- COc1ccc(C(=O)Nc2ccccc2NC(=O)c2ccco2)c(OC)c1
    6%	/	8%	0%	-4%[46 µM]	9%	-4%
- CCCCN(C)C(=O)c1nc2ccccn2c1CNC1CCC1
    0%	21%[10 µM]	4%	17%	/	8%[9.22 µM]	14%
- COc1ccc(SCCN2CCN(C)CCC2=O)cc1
    /	-7%[10 µM]	12%&1%	/	/	-6%[9.22 µM]	/
- NS(=O)(=O)c1ccc(CCn2c(=S)[nH]c3ccccc3c2=O)cc1
    /	-9%[10 µM]	2%	/	-7%[46 µM]	-15%[9.22 µM]	/
- O=C(CCN1C(=O)c2ccccc2C1=O)NC1=NCCS1
    0%	-10%[10 µM]	7%	-4%	-8%	-26%	6%
- COc1ccc(N2CCN(C(=O)Cn3cnc4c3c(=O)n(C)c(=O)n4C)CC2)cc1
    3%	11%[10 µM]	2%	0%	3%[46 µM]	13%	10%
- O=C(COc1ccccc1CNCc1ccccc1)Nc1ccccc1
    -2%	-1%	0%	27%[38.3 µM]	4%	-12%	16%
- O=C(CSc1nnc(-c2c[nH]c3ccccc23)o1)N1c2ccccc2CCc2ccccc21
    2%	-6%	-9%	8%[38.3 µM]	?	?	-22%
- Cc1ccc(NC(=O)COC(=O)c2cccnc2Cl)cc1S(=O)(=O)N1CCCCC1
    -3%	-10%	-2%	10%	-6%[46 µM]	-9%	0%
- Nc1nc2c([N+](=O)[O-])cccc2s1
    -5%	/	1%	1%	6%[46 µM]	/	14%
- COc1ccc(C(=O)NC2CCN(S(=O)(=O)Cc3ccccc3)CC2)c(OC)c1
    -1%	?	1%	20%[38.3 µM]	5%	-1%	21%
- COc1ccccc1CCc1nnc(CCC(=O)NCCOc2cccnc2)o1
    -1%	9%[10 µM]	6%	8%	?	-14%[9.22 µM]	/
- O=C(COC(=O)c1cc(F)c(F)cc1Cl)NC1CC1
    3%	-48%[inhibitor]	5%	-5%	3%[46 µM]	20%	19%
- Cc1cccc(NC(=O)c2nc[nH]c2C(=O)NCC(=O)OCc2ccccc2)c1
    /	21%[10 µM]	3%	/	/	6%[9.22 µM]	/

# Pulled one by one from the list above (2):
# Second line of a record – KinaseGlo FLuc	HTT ATP protect	CBFb-RUNX1 inh	IMPase Li inh	Lamin A splicing	HTT aggregate	SMN2 splice enh
- COc1ccccc1CCc1nnc(CCC(=O)NCCOc2cccnc2)o1
    -1%	9%[10 µM]	6%	8%	?	-14%[9.22 µM]	/
- O=C(CSc1nnc(-c2c[nH]c3ccccc23)o1)N1c2ccccc2CCc2ccccc21
    2%	-6%	-9%	8%[38.3 µM]	?	?	-22%

# Some of these compounds in order of molar mass, ascending:
# Second line of a record – KinaseGlo FLuc	HTT ATP protect	CBFb-RUNX1 inh	IMPase Li inh	Lamin A splicing	HTT aggregate	SMN2 splice enh
- O=C(CCN1C(=O)c2ccccc2C1=O)NC1=NCCS1
    0%	-10%[10 µM]	7%	-4%	-8%	-26%	6%
- NS(=O)(=O)c1ccc(CCn2c(=S)[nH]c3ccccc3c2=O)cc1
    /	-9%[10 µM]	2%	/	-7%[46 µM]	-15%[9.22 µM]	/
- O=C(CSc1nnc(-c2c[nH]c3ccccc23)o1)N1c2ccccc2CCc2ccccc21
    2%	-6%	-9%	8%[38.3 µM]	?	?	-22%

# Other records:
# Second line of a record – KinaseGlo FLuc	HTT ATP protect	CBFb-RUNX1 inh	IMPase Li inh	Lamin A splicing	HTT aggregate	SMN2 splice enh
- CCOC(=O)Cc1csc(NC(=O)CSc2nnc(-c3cccnc3)n2Cc2ccco2)n1
    -5%	10%[1.9 µM]	?	8%	-9%	-12%	-10%
- O=C(Cn1cc2c(n1)CCCCC2)N1CCc2ccccc2C1
    3%	11%[10 µM]	2%	1%[38.3 µM]	-6%	-10%	-21%
- COC(=O)CC1=C(C(=O)OC)C(c2ccc3c(c2Cl)OCO3)C(C#N)=C(N)O1 (stereo not given)
    0%	20%[10 µM]	-2%	16%[38.3 µM]	6%	-3%	-2%
- O=C(/C=C/c1cccc([N+](=O)[O-])c1)NCCSc1ccccc1
    -1%	-30%	-14%	0%[38.3 µM]	-8%	-5%	3%
- O=C(c1cc([N+](=O)[O-])ccc1Cl)N1CCN(c2ccc([N+](=O)[O-])cc2)CC1
    5%	21%[10 µM]	-4%	-4%	?	-7%	-80%[inhibitor]
- CCOc1ccc2nc(C(C)O)[nH]c2c1 (stereo not given)
    -1%	-29%	10%	21%[38.3 µM]	0%	?	13%
- NC(=O)c1ccc2c(=O)n3c(-c4cccs4)csc3nc2c1
    /	13%[10 µM]	14%	/	/	12%[9.22 µM]	/
- Cc1cccc(NC(=O)CSc2nnc(C)c(=O)n2N)c1C
    2%	5%[10 µM]	5%	3%	-1%	1%	-11%
- CCCCCCn1c(SCC(=O)c2c(N)n(C)c(=O)n(C)c2=O)nc2ccccc21
    -12%	5%	-1%	23%[38.3 µM]	10%	-15%	-31%[inhibitor]
- COCCN(C(=O)CN1CCN(S(=O)(=O)c2ccc(F)cc2)CC1)c1c(N)n(Cc2ccccc2)c(=O)[nH]c1=O
    -1%	39%[10 µM]	6%	-10%	5%	-11%	11%
- O=C(Nc1cccc(C(F)(F)F)c1)C1CCCCC1
    -3%	-9%	3%	5%[38.3 µM]	13%	7%	-10%
- O=C(CN1CCN(Cc2ccccc2)CC1)N/N=C/C=C/c1ccccc1[N+](=O)[O-]
    -2%	10%[10 µM]	-9%	3%	-4%	5%	1%
- COc1cc([N+](=O)[O-])ccc1NC(=O)C[n+]1ccccc1
    2%	31%[1.9 µM]	4%	9%	1%	15%	-5%
- O=C(CSCc1ccccc1)Nc1cc([N+](=O)[O-])ccc1F
    -1%	/	-7%	9%	6%[46 µM]	8%	-5%
- COc1cccc(N/C(SCc2ccccc2Cl)=C(/C#N)C(=O)NCc2cccs2)c1
    2%	-14%[10 µM]	9%	10%	-10%	21%	3%

# Second line of a record – KinaseGlo FLuc	HTT ATP protect	CBFb-RUNX1 inh	IMPase Li inh	Lamin A splicing	HTT aggregate	SMN2 splice enh
- CCOC(=O)C(CC)/C(C)=N/NC(=O)c1ccc([N+](=O)[O-])cc1 (stereo not given)
    -1%	-11%	-5%	8%[38.3 µM]	17%	14%	1%
- CS(=O)(=O)N1CCC2(CCN(Cc3nccs3)CC2)CC1
    1%	9%	/	10%	/	/	-7%
- CCCCSC(=S)N(C)C1CCS(=O)(=O)C1 (stereo not given)
    5%	16%	4%	-3%[38.3 µM]	13%	0%	-22%
- Cc1nn(-c2ccccc2)c(C)c1/C=N/N1CCN(c2ccccn2)CC1
    0%	1%	-19%	-4%	4%[46 µM]	3%	-30%
- O=C(NC1CCCC1)C(c1c[nH]c2ccccc12)N(C(=O)Cn1nnc(-c2ccc(Cl)cc2)n1)c1ccccc1 (stereo not given)
    0%	-52%[inhibitor]	0%	-2%[38.3 µM]	-5%	5%	-18%
- Cc1cc(SCC(=O)NN=C2CCN(C(C)C)CC2)c(C)cc1Br
    -1%	/	2%	-2%	15%	-5%	0%

# Compounds as they come; about 4% have a hit in one of these screens.
